# p53 reactivation – re-activators of mutant p53 | hit rate 0.063% among 320,000 | H1299 p53-A138V BP100-luciferase reporter, luminescence, 24 h | AID 504706 | Potency, µM (top dose mostly 92.2 µM), for inactives: at the highest dose activity change, positive = activation, hits mostly activators; also: potency is read from the fitted curve at half-maximal effect; % of control where 0% means no effect; nearly all actives have a fitted effect of over 45% in size
#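 p53-null H1299 cells stably carrying temperature-sensitive p53-A138V and a BP100-luciferase reporter were pinned with compounds (4-point, 1:5 series) and held 24 hrs at 37 deg C. Luminescence was read 10 min after detection reagent.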
# ELG1 genotox – genotoxicity induction in ELG1-luciferase HEK293T cells; HEK293T ELG1-luciferase reporter, luminescence, 16 h; Potency, µM (titrated, usually from 46 µM), inactives show at the top dose activity change, positive = activation, most hits filed as activators; hit rate 1.3% among 330,000; AID 504466; also: potency is read from the fitted curve at half-maximal effect; % of control where 0% means no effect; nearly all actives have a fitted effect of over 60% in size
#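 Screening used a luciferase reporter fused to human ELG1 in HEK293T cells. Luminescence was read on a CCD plate imager after 16 hr exposure and 30 min ONE-Glo incubation.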
# uPA generation – inhibitors of cell surface uPA generation | cell surface uPA generation assay, qHTS | AID 540303 | hit rate 0.31% among 330,000 | Potency, µM (titrated, usually from 38.3 µM), without a hit: at the top dose activity change, negative = inhibition, actives largely listed as inhibitors; active = well fitted inhibition curve with a large enough effect; inconclusive = small, poorly fitted or top-dose-only effect; inactive = no such curve, though single readings can be large or run the other way; tested in mouse RAW 264.7 cells; also: potency is read from the fitted curve at half-maximal effect; % is scaled to controls: 0 for no effect and ±100 for the full control effect; nearly all actives have a fitted effect of over 55% in size
# ASM inhibitor – inhibitors of human secretory acid sphingomyelinase; hit rate 0.006% among 340,000; P17405; AID 504937; placental ASM, HMU-PC fluorogenic substrate, 60 min; Potency, µM (series often up to 57.5 µM), for inactives: top-dose activity change, negative = inhibition, actives largely listed as inhibitors; also: potency is read from the fitted curve at half-maximal effect
# Target sequence (P17405 47-631 limits assumed): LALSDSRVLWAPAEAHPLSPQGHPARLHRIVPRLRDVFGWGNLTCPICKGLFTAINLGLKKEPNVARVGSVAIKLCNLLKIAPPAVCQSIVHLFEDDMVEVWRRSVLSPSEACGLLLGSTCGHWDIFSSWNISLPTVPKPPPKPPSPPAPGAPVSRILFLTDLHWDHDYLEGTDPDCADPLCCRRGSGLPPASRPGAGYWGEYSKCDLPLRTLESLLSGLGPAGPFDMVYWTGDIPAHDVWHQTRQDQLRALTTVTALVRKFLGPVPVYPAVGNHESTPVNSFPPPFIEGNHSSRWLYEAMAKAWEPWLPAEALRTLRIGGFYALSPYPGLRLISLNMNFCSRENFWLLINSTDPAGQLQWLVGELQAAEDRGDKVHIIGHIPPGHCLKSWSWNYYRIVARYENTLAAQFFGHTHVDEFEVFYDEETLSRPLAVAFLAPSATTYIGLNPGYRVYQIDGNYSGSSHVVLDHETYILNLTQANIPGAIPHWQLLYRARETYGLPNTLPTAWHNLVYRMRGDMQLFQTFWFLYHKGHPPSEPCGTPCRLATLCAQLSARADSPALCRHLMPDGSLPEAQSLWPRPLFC
#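 HMU-PC0 cleavage (9 uM final) by human placental ASM, 60 min at 37 °C following 10 min compound exposure at RT; stopped at pH 10, fluorescence Ex 386/Em 447 nm.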
# Eya2 inh – Eya2 (human) phosphatase inhibition. Potency, µM (top dose mostly 76.9 µM), inactives show at the top dose activity, negative = inhibition, most hits filed as inhibitors. recombinant Eya2, OMFP fluorescence dephosphorylation (OMFP is methylfluorescein phosphate). O00167. hit rate 0.006% among 330,000; also: potency is read from the fitted curve at half-maximal effect; % is scaled to controls: 0 for no effect and ±100 for the full control effect
# Target sequence (O00167 whole entry, looked up): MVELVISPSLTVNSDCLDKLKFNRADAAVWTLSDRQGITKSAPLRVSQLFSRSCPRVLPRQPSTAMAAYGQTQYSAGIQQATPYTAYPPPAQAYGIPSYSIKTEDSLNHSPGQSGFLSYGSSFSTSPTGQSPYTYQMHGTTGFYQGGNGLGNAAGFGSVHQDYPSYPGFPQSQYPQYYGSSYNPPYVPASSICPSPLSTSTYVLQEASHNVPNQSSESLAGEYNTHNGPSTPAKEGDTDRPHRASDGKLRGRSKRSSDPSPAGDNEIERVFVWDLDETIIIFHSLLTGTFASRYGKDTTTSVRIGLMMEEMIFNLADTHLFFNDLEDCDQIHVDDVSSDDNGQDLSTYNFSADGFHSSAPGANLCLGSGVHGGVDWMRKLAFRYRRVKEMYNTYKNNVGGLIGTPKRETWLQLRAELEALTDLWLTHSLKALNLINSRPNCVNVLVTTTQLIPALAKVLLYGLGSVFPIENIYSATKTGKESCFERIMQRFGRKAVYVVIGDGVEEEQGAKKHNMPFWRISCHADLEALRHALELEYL
#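 Eya2 protein (added as 0.2 uM solution) was preincubated with compound for 10 min at ambient temperature in 50 mM HEPES pH 7.5, 50 mM NaCl, 5 uM MgCl2, 0.05% BSA, 1 mM DTT. OMFP (added at 50 uM) then reacted 10 min; fluorescence read at 485/525 nm.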
# TRPV1 agonist – agonists of human vanilloid receptor 1 (TRPV1). activation, % at 8.33 µM. TRPV1-expressing cells, Fluo-8 calcium influx, agonist mode. hit rate 0.19% among 320,000. AID 540275; in the data active = activation above about 80%; inconclusive = between about 30% and that limit; also: 0% is about no effect
#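 Cells expressing TRPV1 were dye-loaded with Fluo-8 and read kinetically: 10 s baseline, 3 min after compound (agonist portion), then 2 min after EC20 capsaicin (allosteric enhancer portion). Calcium-bound dye fluorescence at 480/520 nm.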
# TSG101-PTAP inh – blocks PTAP/TSG101 interaction to inhibit HIV-1 budding. Q99816. Fluorescence polarization, FITC-PTAP peptide / Tsg101 binding. Potency, µM (titrated, usually from 115 µM), for inactives: at the highest dose activity change, negative = inhibition, hits mostly inhibitors. 340,000 tested, under 10 active; active = well fitted inhibition curve with a large enough effect in the main read-out, with a control signal flat, not every such curve was filed as active; inconclusive = small, poorly fitted or top-dose-only effect, or effect the other way, or a change in a side signal; inactive = no such curve, though single readings can be large or run the other way; also: potency is read from the fitted curve at half-maximal effect; % of control where 0% means no effect
#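 Fluorescence polarization binding of Tsg101 binding domain (10 uM final) to FITC-labeled PTAP peptide (50 nM final) in HEPES pH 7.5 buffer with NaCl, Tween 20, EDTA, TCEP. Compounds added before peptide; binding 20 min at RT.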
# B2AR arrestin – agonists driving beta-arrestin recruitment to human beta2-adrenergic receptor. P07550. beta-arrestin recruitment to beta2AR, cell-based reporter. Potency, µM (highest dose often 46.1 µM), for the others: at the top dose activation, most hits filed as activators. hit rate 0.02% among 330,000. AID 492947;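 also: potency is read from the fitted curve at half-maximal effect; 0% = DMSO controls and full agonism = EC100 isoproterenol or metaproterenol; nearly all actives have a fitted effect of over 65% in size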
# a7 integrin act – integrin-mediated muscular dystrophy alleviation activation | hit rate 0.064% among 350,000 | alpha7betagal myoblasts, beta-gal FDG fluorescence, 48 h | Potency, µM (titrated, usually from 38.3 µM), without a hit: top-dose activation, most hits filed as activators;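 also: potency is read from the fitted curve at half-maximal effect; 100% = response of the positive control SU9516; nearly all actives have a fitted effect of over 60% in size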
#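 alpha7betagal+/- myoblasts (passage 13, 250/well) treated 48 h at 37C with compounds at 1:260 dilution of DMSO stock. Lysed, then beta-galactosidase activity read as FDG fluorescence (ex 480/em 540) after 30 min, with pre-read for autofluorescence.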
# USP2a inh – USP2a (human) protease inhibition; O75604; USP2 core, Ub-CHOP2 coupled fluorogenic reporter, 485/531; Potency, µM (doses to about 38.3 µM), inactives show at the top dose activity change, negative = inhibition, most hits filed as inhibitors; hit rate 0.01% among 330,000;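 also: potency is read from the fitted curve at half-maximal effect; plate controls were DMSO wells for no effect and full inhibition by NEM control for full effect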
#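 Deubiquitinase activity read as fluorescence (485/531 nm) after Ub-CHOP2 cleavage activates the enterokinase reporter on its substrate; USP2 core 10nM, Ub-CHOP2 and substrate 25nM each, 30min compound preincubation then 60min RT; data normalized to NEM, curves fitted.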
# BRCA1 expr up – activators of BRCA1 expression; Potency, µM (titrated, usually from 46.1 µM), inactives show at the top dose activation, hits mostly activators; MCF7-BRCA1-FFLuc reporter, luminescence, 48 h; response scale: scaled: vehicle 0%, 10 µM genistein 100%; hit rate 1.1% among 380,000; also: potency is read from the fitted curve at half-maximal effect; nearly all actives have a fitted effect of over 80% in size; some results filed as inactive show a strong effect at the top dose
#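 MCF7-BRCA1-FFLuc, 2000 cells/well; 2 h attach, 37 °C/5% CO2; compound 48 h; luciferase substrate 15 min; luminescence end-point. Norm. to genistein 10 microM max activation and DMSO; concentration-response curves fitted.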
# * marks the source's active call; other numbers are inactive results; i = inactive; ? = inconclusive; nt = no result given; & = joins results of further samples; [ ] = remark or other dose. Unless noted, calls follow the shape of the dose curve; as a rule, active = well fitted curve in the direction sought with a large enough effect; inconclusive = small, poorly fitted or top-dose-only effect, or another doubt; inactive = no such curve, though single readings can be large; an effect the other way counts as inactive or inconclusive.
SMILES,p53 reactivation,ELG1 genotox,uPA generation,ASM inhibitor,Eya2 inh,TRPV1 agonist,TSG101-PTAP inh,B2AR arrestin,a7 integrin act,USP2a inh,BRCA1 expr up
COc1ccc(-c2cc(C(=O)Nc3nc4c(C)cccc4s3)c3ccccc3n2)cc1OC,3%,-6%,11%,-4%,-1%,0,-5%,-0.5%,8%,2%,-34%
O=[N+]([O-])c1ccccc1OCC(O)CNC1CCCC1 (stereo not drawn),-5%,2%,2%,-1%,-5%,-1,-2%,0.0%,-12%,15%,4%
CC(C)N(C(=O)COC(=O)c1ccccc1C(=O)N1CCN(c2ccc(F)cc2)CC1)C(C)C,8%,-6%,nt,0%,5%,2,-4%,-0.6%,-47%[inhibitor],2%,-14%
COc1cccc2sc(NNC(=O)COc3ccccc3)nc12,0%,-2%,5%,0%,6%,1,-7%,0.0%,?,2%,-33%
O=C(NCCCCc1ccccc1)c1cc([N+](=O)[O-])cc([N+](=O)[O-])c1,15%,-5%,2%,-5%,-10%,1,-9%,-0.9%,-29%,2%,-11%
Cc1cc(-c2ccc(C)c(S(=O)(=O)N3CC(=O)Nc4ccccc43)c2)on1,-28%,2%,-4%,0%,-2%,1,-3%,-0.8%,9%,2%,-2%
O=C(Nc1ccc2ccccc2c1)c1ccc(Br)o1,15%,?,5%,-5%,-3%,?,-2%,0.0%,-14%,-5%,?
COCCC(=O)Nc1c(-c2ccccc2)c2cc(Br)ccc2[nH]c1=O,nt,-3%,2%,-1%,-3%,-4,-11%,-0.1%,-33%,1%,2%
COC(=O)c1ccc(CN2CCCCC2)cc1,1%,0%,3%,3%,-3%,4,-3%,-0.6%,15%,-1%,-9%
CCOC(=O)N1CCN(C(=O)CSCC(=O)Nc2nc(-c3ccc4c(c3)OCO4)cs2)CC1,20%,5%,nt,-1%,6%,-3,-4%,-0.4%,-22%,4%,43%
Oc1c(CN2CCOCC2)cc(CN2CCOCC2)c(O)c1CN1CCOCC1,nt,nt,-4%,2%,nt,nt,-1%,nt,0%,nt,-25%
CSc1ncccc1C(=O)OCC(=O)c1ccc(C)s1,18%,1%,-1%,3%,6%,nt,-5%,-0.5%,0%,1%,6%
CC1=CC(=C(C#N)c2nc3ccccc3s2)C=C(C)N1c1ccc(F)cc1,16%,13%,-3%,-10%,9%,3,?,-0.2%,3%,6%,101%
CC(=O)NC(Cc1ccccc1C)C(=O)NC1CCN(c2ncccc2[N+](=O)[O-])CC1 (stereo not drawn),2%,0%,nt,nt,-3%,-5,nt,-0.4%,nt,2%,nt
CSCC[C@H](NS(=O)(=O)c1ccc(C)cc1)C(=O)N1CCC(C(=O)N[C@H](C(=O)O)c2ccccc2)CC1,15%,-4%,-1%,-5%,8%,-1,-4%,-1.2%,12%,2%,15%
CCNc1nc(Oc2ccc(OC)cc2)cc(C(F)(F)F)n1,-2%,0%,-9%,-3%,-14%,-1,-3%,-0.3%,0%,3%,-3%
O=C1S/C(=C\c2ccc(O)c([N+](=O)[O-])c2)C(=O)N1c1ccccc1Cl,-2%,-13%,?,-6%,6%,1,-3%,0.1%,22%,-8%,-11%
NC(=O)c1ccsc1NC(=O)c1ccc(S(=O)(=O)N2CCCc3ccccc32)cc1,-1%,-6%,?,-17%,1%,8,-3%,-1.3%,-30%,-8%,-61%
COc1ccccc1/C=C/C(=O)OCC(=O)NC(=O)NC1CCCC1,-5%,0%,3%,-4%,-12%,nt,-5%,0.2%,-28%,-7%,-11%
CC1C(=O)NC(=O)C1c1ccccc1 (stereo not drawn),0%,-3%,1%,0%,2%,4,0%,0.5%,0%,2%,6%
Cn1cnnc1SCC(=O)NC1CCCc2ccccc21 (stereo not drawn),-4%,1%,-2%,0%,-1%,2,0%,-0.4%,5%,0%,-7%
Cc1cc(C)c(NC(=S)NC(=O)c2c(Cl)c(C)nn2C)c([N+](=O)[O-])c1,8%,3%,0%,1%,-3%,6,-5%,-0.5%,-20%,-2%,-14%
CC1CC(C)CN(S(=O)(=O)c2ccc3oc(=O)ccc3c2)C1 (stereo not drawn),-11%,3%,-1%,2%,17%,2,-7%,-0.3%,-39%,2%,-33%
CCn1c(CCNC(=O)c2ccc(F)cc2)nc2ccccc21,-7%,-2%,-9%,2%,-9%,5,-1%,-0.5%,21%,-1%,-25%
COc1ccc(OC)c(C2C(C(=O)c3cc4ccccc4o3)=C(O)C(=O)N2c2cc(C)on2)c1 (stereo not drawn),-16%,-1%,-5%,2%,-5%,-4,-2%,-0.2%,39%,-6%,-33%
# Further structures
SMILES,p53 reactivation,ELG1 genotox,uPA generation,ASM inhibitor,Eya2 inh,TRPV1 agonist,TSG101-PTAP inh,B2AR arrestin,a7 integrin act,USP2a inh,BRCA1 expr up
O=C(OCn1cncn1)c1ccc(Cl)cc1Cl,-9%,-6%,2%,-2%,-11%,5,-7%,0.0%,11%,1%,26%
CCN(CC(=O)Nc1ccc2c(c1)OCCO2)C(=O)CSCC(=O)Nc1ccc(C)cc1,3%,-4%,-9%,nt,-1%,-4,-2%,-0.4%,-9%,-1%,-2%
CCCCNC(=S)Nc1cc([N+](=O)[O-])ccc1C,-11%,0%,-2%,1%,4%,11,-4%,-1.2%,-41%,1%,-41%
CCCc1ccc(-c2c(C)sc(NC(=O)c3ccnn3C)c2C#N)cc1,5%,-27%,1%,?,0%,?,-2%,-1.0%,-33%,0%,-54%
CCN1CCN(C(=O)Nc2cccc(C(F)(F)F)c2)CC1,-3%,10%,nt,1%,0%,9,1%,0.2%,-11%,3%,1%
COc1ccc(CCNS(=O)(=O)c2cccs2)cc1,-2%,-1%,0%,-1%,24%,-3,-6%,0.1%,-5%,1%,1%
COC(=O)c1ccc(Sc2nnnn2-c2ccccc2)c([N+](=O)[O-])c1,-39%[inhibitor],-3%,-14%,-5%,4%,-10,-6%,0.1%,-13%,0%,-65%
COc1cc(NC(=O)CSc2nnc3ccccn23)cc(OC)c1,0%,1%,-9%,3%,0%,0,-6%,-0.1%,-12%,4%,-2%
Nc1nonc1-n1nnc(C(=O)N/N=C/c2c(Cl)cccc2Cl)c1CN1CCOCC1,-2%,1%,1%,-2%,5%,-6,1%,0.1%,1%,-3%,-14%
C=CCn1c(SCc2cc(=O)n3cc(C)ccc3n2)nnc1-c1ccc(F)cc1,0%,-1%,1%,0%,4%,-2,-4%,-2.3%,-10%,-1%,-4%
Cn1c(-c2ccccc2)cnc1NCc1cc(Cl)ccc1O,10%,2%,1%,4%,-7%,2,2%,-1.1%,11%,1%,-29%
CC(C)(C)n1nnnc1C(c1cccc(C#N)c1)N1CCCCCC1 (stereo not drawn),17%,0%,6%,-11%,3%,22,-3%,3.9%,-17%,1%,0%
Nc1nc2nc(-c3ccc(Cl)cc3)cc(C(F)(F)F)n2n1,4%,9%,nt,i,-2%,5,-4%,-1.5%,?,0%,-17%&-24%
CC(=O)Oc1ccc2c(=O)c(N3C(=O)c4ccccc4C3=O)c(C)oc2c1C,9%,3%,nt,11%,1%,-2,-1%,-0.1%,?,-1%,6%
COc1ccc(NC(=O)NS(=O)(=O)c2ccc(C)cc2)cc1OC,0%,0%,-2%,3%,0%,nt,-5%,-0.8%,16%,1%,-7%
CCCCn1c(SCC(=O)N2CCCC2)nc2cc(S(N)(=O)=O)ccc21,-5%,-1%,-1%,3%,5%,-1,-2%,0.4%,?,-5%,0%
CN(Cc1ccccc1)C(=O)COC(=O)C1CCN(S(=O)(=O)c2cccs2)CC1,0%,3%,1%,1%,0%,1,-3%,0.1%,?,6%,-9%
CC(C)Cn1c(C23CC4CC(CC(C4)C2)C3)n[nH]c1=S,nt,-2%,4%,-3%,2%,?,-2%,0.3%,-1%,0%,-14%
O=C(O)C1CN(C(=O)c2ccccc2)c2cc(Cl)ccc2O1 (stereo not drawn),-1%,0%,6%,3%,-20%,-1,-6%,-0.5%,23%,1%,-26%
Cc1ccc(-c2nnc(COC(=O)c3cccs3)o2)cc1,nt,?,10%,1%,5%,?,-5%,0.2%,39%,-2%,20%
COc1ccc(N2C(=O)CC(NC3CCCCNC3=O)C2=O)cc1 (stereo not drawn),5%,3%,-1%,5%,1%,-4,3%,-0.5%,37%,5%,-1%
COc1cccc(Nc2nc(-c3cccnc3)cs2)c1,nt,?,-26%,-3%,-4%,2,-10%,0.3%,0%,-2%,46%
CN(C)c1ccc(-c2nc3cc(N)ccc3o2)cc1,-21%,0.52µM*,?,nt,11%,5,-4%,-0.5%,-6%,0%,?
Cc1nnsc1C(=O)Nc1cccc(Cl)c1C,-1%,10%,-5%,-1%,9%,-2,1%,-0.1%,8%,-5%,0%
